MLLE-PAM2 inh = blocks PAM2 peptide binding to the PABP1 MLLE domain; hit rate 0.36% among 360,000; P11940; GST-MLLE / FITC-PAM2 fluorescence polarization; inhibition, % at 20 µM; AID 588489; in the data active means inhibition above about 35%, passing the limit was not always enough;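 further: plate controls were DMSO wells with GST-MLLE for no effect and wells lacking GST-MLLE protein for full effect; some results filed as inactive read as strong as hits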
Target sequence (P11940 whole entry, looked up, the tested form may be a part): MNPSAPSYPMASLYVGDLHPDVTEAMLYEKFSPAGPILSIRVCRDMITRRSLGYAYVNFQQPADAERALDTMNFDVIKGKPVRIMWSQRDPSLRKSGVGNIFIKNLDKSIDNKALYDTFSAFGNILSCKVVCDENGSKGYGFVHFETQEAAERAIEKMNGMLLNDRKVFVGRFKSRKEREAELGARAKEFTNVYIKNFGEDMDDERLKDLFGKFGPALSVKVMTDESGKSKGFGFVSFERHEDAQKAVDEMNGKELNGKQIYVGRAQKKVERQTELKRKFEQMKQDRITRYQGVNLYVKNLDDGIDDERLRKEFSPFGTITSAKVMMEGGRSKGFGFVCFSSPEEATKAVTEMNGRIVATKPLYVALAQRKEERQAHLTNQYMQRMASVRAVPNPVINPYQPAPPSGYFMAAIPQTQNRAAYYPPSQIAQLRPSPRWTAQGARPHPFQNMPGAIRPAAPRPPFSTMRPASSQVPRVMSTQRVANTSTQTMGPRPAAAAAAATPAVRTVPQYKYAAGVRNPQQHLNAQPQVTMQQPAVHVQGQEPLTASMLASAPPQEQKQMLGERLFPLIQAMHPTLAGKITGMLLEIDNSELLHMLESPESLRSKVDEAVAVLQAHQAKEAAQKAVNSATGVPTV
Tb MetRS inh = Trypanosoma brucei MetRS inhibition; hit rate 0.4% among 360,000; inhibition, % at 11.9 µM; AID 624268; purified T. brucei MetRS, ATP depletion, Kinase-Glo luminescence;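 active means inhibition above a per-plate cutoff of the control wells' mean inhibition plus 3 SD, cut at about 5.5% in these data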;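 further: 0% = DMSO wells median and 100% = median of wells with control inhibitor compound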
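Dosing: 11.9 µM compound single dose, 0.9% DMSO; Assay system: purified T. brucei MetRS enzyme; Measured by: Kinase-Glo luciferase luminescence reporting remaining unconsumed ATP; Schedule: 15 min plus 2 h at 25 °C.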
MsrA inhibitor = inhibitors of bovine MsrA; purified bovine MsrA, absorbance read-out; inhibition, % at 15.5 µM; hit rate 0.75% among 360,000; AID 651718; in the data active means inhibition above about 4.5%;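 further: 0% = vehicle wells with enzyme and 100% = reference inhibitor wells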
FAS TE block = FAS thioesterase (human) inhibition | hit rate 0.67% among 360,000 | recombinant FAS-TE, OMFH fluorogenic substrate, fluorescence endpoint | inhibition, % at 15 µM | P49327 | AID 602261;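 active means compounds whose normalised, plate-corrected inhibition of enzyme fluorescence in the single-dose primary screen is 50% or more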;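 further: 0% = DMSO with enzyme and 100% = substrate without enzyme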
Neddyl block = inhibitors of human cullin neddylation; TR-FRET cullin neddylation, biochemical; P61081+Q13564; hit rate 0.58% among 360,000; calls only at 25 µM; in the data active means inhibition above about 36%
CSN deneddyl inh = inhibitors of human CSN-mediated cullin deneddylation | Q92905 | Purified CSN, SCF-Nedd8-OG deneddylation, fluorescence polarization | inhibition, % at 12.5 µM | hit rate 0.38% among 360,000 | AID 651999;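 active means pattern-corrected inhibition above about 35%, with an unprinted fluorescence ratio check between 0.5 and 1.5, limit read from the data, passing the limit was not always enough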;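 further: 0% = enzyme with substrate and 100% = substrate without enzyme; some results filed as inactive read as strong as hits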
Target sequence (Q92905 whole entry, looked up, one chain of several): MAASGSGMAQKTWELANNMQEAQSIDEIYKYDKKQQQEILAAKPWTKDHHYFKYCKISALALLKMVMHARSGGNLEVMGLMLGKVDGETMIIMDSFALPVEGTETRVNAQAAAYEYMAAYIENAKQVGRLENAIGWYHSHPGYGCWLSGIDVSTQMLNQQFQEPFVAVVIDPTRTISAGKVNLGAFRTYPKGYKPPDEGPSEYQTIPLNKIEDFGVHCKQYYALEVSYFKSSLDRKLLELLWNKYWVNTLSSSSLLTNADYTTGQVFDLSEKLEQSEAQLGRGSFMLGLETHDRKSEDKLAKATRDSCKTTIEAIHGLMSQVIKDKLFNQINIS
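Assay system: Purified human Csn5 enzyme expressed in HEK293T cells | Amount: Enzyme 0.24 nM | Measured by: Fluorescence polarization readout | Medium: Tris/NaCl/DTT buffer, pH 7.5 | Compound dosing: One concentration, 12.5 µM, 0.25% DMSO | Times: 90 min incubation of compound, enzyme and substrate at room temperature | Control set: no-enzyme wells high, enzyme-with-substrate wells low | Read-out: % inhibition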
Rin1 Abl inh = blocks binding of human Rin1 to Abl; TR-FRET Rin1/Abl binding, biochemical; inhibition, % at 7.35 µM; AID 588664; hit rate 0.4% among 360,000; P00519+Q13671; in the data active means inhibition above about 5%, passing the limit was not always enough
E coli Lon inh = inhibits E. coli Lon protease; P0A9M0; purified E. coli Lon protease, fluorescence polarization; inhibition, % at 7.94 µM; hit rate 0.42% among 360,000; AID 602123; in the data active means inhibition above about 13%, passing the limit was not always enough;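 further: 0% = enzyme with probe and DMSO and 100% = no enzyme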
bovine MsrA act = activators of bovine methionine sulfoxide reductase A. purified bovine MsrA, absorbance read-out. activation, % at 10.6 µM. hit rate 0.3% among 360,000. AID 602163; in the data active means activation above about 7.5%;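 further: 0% = vehicle and 100% = reference activator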
Active calls of the source: *; i = inactive; / = no result given; + = active, no number. Compounds were not picked by outcome. About 4% of those tested had a hit in this group.

SMILES	MLLE-PAM2 inh	Tb MetRS inh	MsrA inhibitor	FAS TE block	Neddyl block	CSN deneddyl inh	Rin1 Abl inh	E coli Lon inh	bovine MsrA act
Cc1ccc(-n2nnnc2SC(C(=O)c2c[nH]c3ccccc23)c2ccccc2)cc1 (stereo not drawn)	-14	-1.0	-0.1	-11	i	-16	-1	-4	-7
Cc1ccc(C(=O)CCC(=O)OCC(=O)Nc2c(C)nn(-c3ccccc3)c2C)cc1	1	0.1	0.8	-6	i	0	-1	-2	-2
CCCC(=O)Nc1cccc(-c2nc3cc(C)c(C)cc3o2)c1	-7	-0.6	0.2	2	/	6	-1	11	-3
CC(=O)Nc1cccc(-c2nn[nH]n2)c1	-6	-1.0	-0.7	-4	i	3	1	-6	-4
CCc1nc2ccccc2c2nc3ccccc3n12	9	0.1	0.8	3	/	1	1	-8	-2
CCCCNC(=O)C[C@@H]1C[C@@]2(C(=O)OCC)CCC=C2N(Cc2ccc(Cl)cc2Cl)C1=O	/	-0.8	0.5	12	i	-3	/	0	0
COc1ccc(N2CCN(c3ccc(S(=O)(=O)N(C(C)C)C(C)C)cn3)CC2)cc1	-4	-0.6	1.4	21	i	1	2	0	-2
O=C(COC(=O)Cn1cnc2ccccc2c1=O)Nc1cc(Cl)ccc1[N+](=O)[O-]	6	0.2	-0.5	-6	i	-5	-4	-8	-2
COc1ccc(-c2nc(SC)n(C)c(=O)c2C#N)cc1OC	-3	-0.8	2.7	-3	i	1	-6	-3	-1
COc1ccc(S(=O)(=O)N2CCOCC2)cc1NC(=O)c1c(C)noc1C	-3	0.5	0.8	-7	i	3	-1	0	0
O=C([C@@H]1CCCN1C(=O)c1cccs1)N1CCN(S(=O)(=O)c2ccccc2F)CC1	-4	-0.1	0.0	-1	i	-4	2	-8	-5
COC(=O)c1ccccc1S(=O)(=O)N1CCC(C(=O)OC(C)C(=O)N(C)Cc2ccccc2)CC1 (stereo not drawn)	-61	-0.5	0.2	0	i	1	-3	0	-6
COc1ccc(-c2ccc3c(c2)C2CC3CCN2S(=O)(=O)c2ccccc2C)cc1 (stereo not drawn)	12	-0.5	1.1	20	i	3	-3	-2	-4
COc1ccc(OC)c(S(=O)(=O)N2CCN(C34CC5CC(CC(C5)C3)C4)CC2)c1	4	-0.3	0.2	5	i	-2	-2	11	0
COC(=O)CN1C(C)=Nc2ccc(Br)cc2C1c1ccccc1 (stereo not drawn)	0	-0.3	-0.7	-2	i	-8	1	-7	-5
CCc1cc2c(=O)c(-c3nc4ccccc4n3C)c(C)oc2c(CN(CC)CC)c1O	1	0.5	5.3*	-2	/	-1	1	5	-2
O=C(COC(=O)c1ccc(S(=O)(=O)NCc2ccco2)cc1)NCc1ccccc1	5	-0.2	0.1	-4	i	0	-1	-13	2
CCC(Cc1ccccc1)NC(=O)CN(C)S(=O)(=O)c1ccc2c(c1)c(=O)n(C)c(=O)n2C (stereo not drawn)	2	-0.7	-0.1	3	i	-5	1	0	-2
COC(=O)c1cc(C#N)c(Oc2cccc(C)c2C)nc1C	-2	-0.7	-1.0	13	i	5	-2	5	-5
CC(C)c1ccccc1OCC(=O)N(C)CC(=O)Nc1ccc(F)cc1	8	-0.1	-1.4	5	i	0	1	0	0
COc1cccc(C(=O)NC(=O)Nc2cc(C)on2)c1	10	0.4	-0.3	-1	i	-5	-5	-17	-2
CC(C)Oc1ccc(CSC(=N)N)cc1	-15	0.0	0.5	-13	i	2	1	13	-2
CCOC(=O)c1cn(Cc2ccccc2)nn1	1	-0.7	1.7	-8	i	-1	0	-7	-4
CCOC(=O)c1ccc(NC(=O)CSc2nnc(CC)o2)cc1	2	0.6	0.4	-2	i	2	3	11	-2
CC1=CC2=NC(=O)/C(=C\c3cc(C)n(-c4ccc(F)cc4)c3C)C(=N)N2O1	0	-0.7	-1.5	-10	/	0	0	-4	-4
CC(=O)NC1=NN(C(C)=O)C(C)(c2ccco2)S1 (stereo not drawn)	7	-1.2	2.0	0	i	-2	8.7*	-10	2
Cc1cccc(C(=O)Nc2ccc(N3CCN(c4ccc(C(F)(F)F)cn4)CC3)nc2)c1	-28	0.3	-1.7	-9	i	1	1	6	1
COc1cc(OC)cc(C(=O)NNC(=O)CCNC(=O)c2ccc(Br)cc2)c1	3	0.2	-0.3	0	i	-2	3	3	0
O=C(Nc1nc2c(s1)CCCC2)Oc1ccccc1	1	-1.3	0.1	-5	i	-2	0	-1	-9
COc1ccc(/C=C/C(=O)NC(=S)NNC(=O)c2cnccn2)cc1	-78	0.3	1.1	0	+	-1	2	-2	-4
Cc1ccc(N2C(=S)N=C(Nc3ccccc3C)C23CCOC(C)(C)C3)cc1 (stereo not drawn)	-104	-0.9	-1.4	12	i	-2	2	8	1
O=C(CC1CC1)N[C@@H]1CC[C@@H](CCNS(=O)(=O)c2ccc(F)cc2)O[C@@H]1CO	/	-0.7	0.1	/	i	-5	/	/	/
CCN(Cc1ccccc1)C(=O)C(=O)c1cn(CC(=O)N2CCCC2)c2ccccc12	-10	-0.5	0.9	-3	i	0	1	4	-11
Cc1cc(C)nc(/N=C(\N)C2=C(O)CC(C)(C)CC2=O)n1	-5	0.0	-0.9	-4	i	5	-1	0	-3
COc1ccc(N(CC(=O)Nc2ccc(C(N)=O)cc2)S(=O)(=O)c2ccc(C)c([N+](=O)[O-])c2)cc1	1	0.0	-0.3	6	i	-2	-1	-6	-2
CCOc1ccc(NC(=O)C2CCCN2C(=O)OCc2ccccc2)cc1 (stereo not drawn)	-19	-0.1	-1.2	0	i	-2	2	0	-1
COc1ccc(N(CC(=O)NCCSc2ccccn2)S(=O)(=O)c2ccc(C)cc2)cc1OC	9	-0.8	-0.8	0	i	4	0	8	-4
CC(C)c1ccccc1NC(=O)COC(=O)c1cc([N+](=O)[O-])ccc1N1CCOCC1	-5	0.6	0.6	74*	i	1	3	2	1
Cn1nnc2cc(C(=O)NC(C)(C)C)ccc21	7	-0.1	0.0	-4	i	-3	1	3	1
O=C(NC1CCN(c2ncccn2)CC1)c1ccccc1Cl	-9	0.2	0.8	-6	i	-1	-1	7	0
COc1cc(OC)c(NS(=O)(=O)c2cc(C(=O)OC(C)C(=O)NC3CC3)c(Cl)cc2Cl)cc1Cl (stereo not drawn)	-11	-0.4	0.1	10	i	-11	-3	0	0
Cc1cccc(N(C(=O)C(F)(F)F)C(C(=O)NC2CCCCC2)c2cccs2)c1 (stereo not drawn)	-2	0.1	0.1	4	i	3	4	-6	0
Cc1ccc(S(=O)(=O)N2CCCCC2C(=O)Nc2ccc(N(C)C)cc2)cc1 (stereo not drawn)	14	-0.3	0.0	3	i	-2	0	4	-2
COC(=O)[C@]12CCCCC=C1N(Cc1ccc(Cl)cc1Cl)C(=O)[C@H](CC(=O)NCc1ccc(C)o1)C2	/	-0.2	-0.4	18	i	1	/	2	-2
C[C@H](CO)N1C[C@H](C)[C@@H](CN(C)C(=O)NC2CCCCC2)Oc2c(NS(=O)(=O)c3ccccc3)cccc2C1=O	0	-0.4	0.3	-1	i	-1	3	5	-1
COc1ccc(C(=O)N/C(=C\c2cn(C)c3ccccc23)C(=O)NCCCN2CCOCC2)cc1OC	4	-1.1	5.7*	-6	i	-5	-2	-13	-5
O=C1c2cccnc2C(Nc2ccc(Cl)cc2)N1Cc1cccs1 (stereo not drawn)	13	-0.2	0.6	21	i	4	5	-3	-3
CCCC(=O)Nc1cc(S(=O)(=O)N2CCCCC2)ccc1N1CCOCC1	-8	-0.1	1.1	-3	i	2	2	2	-4

Ordered by length of the SMILES (smallest number first): some entries from above.
SMILES	MLLE-PAM2 inh	Tb MetRS inh	MsrA inhibitor	FAS TE block	Neddyl block	CSN deneddyl inh	Rin1 Abl inh	E coli Lon inh	bovine MsrA act
CCCC(=O)Nc1cc(S(=O)(=O)N2CCCCC2)ccc1N1CCOCC1	-8	-0.1	1.1	-3	i	2	2	2	-4
Cc1ccc(S(=O)(=O)N2CCCCC2C(=O)Nc2ccc(N(C)C)cc2)cc1 (stereo not drawn)	14	-0.3	0.0	3	i	-2	0	4	-2
COc1ccc(N(CC(=O)NCCSc2ccccn2)S(=O)(=O)c2ccc(C)cc2)cc1OC	9	-0.8	-0.8	0	i	4	0	8	-4
COc1ccc(C(=O)N/C(=C\c2cn(C)c3ccccc23)C(=O)NCCCN2CCOCC2)cc1OC	4	-1.1	5.7*	-6	i	-5	-2	-13	-5

(cont.)
SMILES	MLLE-PAM2 inh	Tb MetRS inh	MsrA inhibitor	FAS TE block	Neddyl block	CSN deneddyl inh	Rin1 Abl inh	E coli Lon inh	bovine MsrA act
CCOc1cc(C2CC(=O)N3CN(C4CCCCC4)CSC3=C2C#N)ccc1O (stereo not drawn)	-28	-0.9	0.1	-7	i	2	2	-7	-4
CC(/C=N/NC(=O)c1cc(-c2ccc(C)o2)[nH]n1)=C\c1ccccc1	5	-0.3	2.8	8	i	4	0	-7	-4
CC1(CC(=O)N/N=C/c2ccc(-c3ccc(C(=O)O)cc3)o2)OCCO1	-2	0.2	9.0*	-6	i	2	-2	-2	-7
Cc1ccc(-n2c(SCc3ccc(C(=O)O)cc3)nnc2-c2ccncc2)cc1	10	-0.7	0.0	-2	i	1	0	1	-2
O=C(CCNC(=O)N1CC(=O)Nc2ccccc21)Nc1ccc(Cl)cc1	0	-0.4	0.0	-2	i	3	3	-5	-3
O=C(O)C1CCCN1c1ncnc2ccccc12 (stereo not drawn)	2	-0.5	1.5	-5	i	-9	-1	0	-5
COc1ccc(CC(NC(C)=O)C(=O)NC2CCN(C(=O)c3cccc(Cl)c3)CC2)cc1OC (stereo not drawn)	-8	-0.2	0.0	-3	i	-6	-2	2	-1
CC(C)Cn1c(SCC(=O)N(C)C2CCS(=O)(=O)C2)nc2cc(Cl)ccc2c1=O (stereo not drawn)	-12	0.5	-1.0	-3	i	2	4	9	-8
CC1(OC(=O)C2CCCC2)C(=O)C=C2C=C(c3ccsc3)OC=C2C1=O (stereo not drawn)	-46	0.4	0.2	0	i	35	5	-34	-7
COc1cc(C(=O)NCc2nnc(SCC(=O)Nc3cccc(C(F)(F)F)c3)o2)cc(OC)c1OC	-21	-0.4	-0.6	1	i	0	-1	0	1
COc1cccc(-c2ncc3ccccc3c2COC(=O)c2ccccc2C(=O)O)c1	0	-0.2	-0.5	-3	i	0	-4	-14	-2
COCCN1C(=O)CSCC1(C)C(=O)NC(C)C (stereo not drawn)	/	-0.6	-0.7	/	i	-8	/	/	/
CC(C)NS(=O)(=O)c1ccc2c3c(cccc13)CC2	-1	1.0	-1.2	4	i	-5	3	1	0
N#C/C(=C\c1cn[nH]c1-c1ccccc1)C(=O)NC1CCCCCC1	-3	-0.8	1.4	-29	i	0	2	1	-3
CCc1ccc(NC2=NC(C(=O)c3ccccc3)CC(=O)N2)cc1 (stereo not drawn)	2	-0.4	0.3	-6	i	-2	2	-10	-2
NCc1ccccc1	11	-1.0	-0.4	0	i	-5	0	4	-3
CN(CC(=O)Nc1ccc(F)cc1)C(=O)c1cc(-c2cccs2)nn1-c1ccccc1	6	-0.2	0.7	18	i	4	-9	3	-3
O=C(CCc1ccccc1)NC(NC(=S)Nc1ccc(Br)cc1)C(Cl)(Cl)Cl (stereo not drawn)	14	0.0	0.0	4	i	-3	4	-9	-3
Nc1nc(C(=O)N2CCOCC2)nn1C(=O)c1ccc(Cl)cc1	-38	0.0	0.3	15	i	1	-1	-2	0
O=C(Cn1c(=O)oc2cc(S(=O)(=O)NCc3ccccc3)ccc21)N1CCCC1	3	-0.2	1.1	-5	i	-1	-6	1	-2

Compound activity from PubChem BioAssay.
